# T cruzi HTS: inhibitors of intracellular Trypanosoma cruzi; intracellular Trypanosoma cruzi in host cells, plate reader; activity score (inhibition), % at 5.01 µM; actives 4.9% (n = 22,000); in the data active = activity score above about 55%; inconclusive = no clear call, values can overlap the other calls;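 note: parasites and compound incubated about four days before reading; 0% = median of neutral control wells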
# INS-1E ATP HTS: preserves ATP levels in cytokine-treated INS-1E cells. protection from cytokine-induced ATP loss, % at 10 µM. INS-1E cytokine-induced death, ATP luminescence, 48 h; normalised: neutral wells 0, positive control 100. AID 488910. actives 0.1% (n = 20,000);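 active = mean replicate protection from cytokine-induced ATP loss at least 50% and at least 75% of replicates each reaching 50%; inconclusive = meets only one of the two criteria, mean or replicate share; inactive = fails both the mean and replicate share criteria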
#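 Test system: INS-1E rat cells | Quantity: 8000 cells per well | Medium: Phenol-red-free RPMI with 5% fetal bovine serum | Reagent: Cytokine cocktail of IFN-γ, TNF-α and IL-1β | Doses: One compound concentration, pin transfer | Timing: 48 h co-treatment, 10 min post-lysis read | Technique: Luminescent ATP assay (CellTiter-Glo)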
# * marks the source's active call; other numbers are inactive results; ? = inconclusive; / = not tested or not shown. Compounds as they come. About 5.3% of those tested had a hit in this group.
molecule	T cruzi HTS	INS-1E ATP HTS
Cc1noc(C)c1NC(=O)N(C)C[C@@H]1Oc2ccc(NC(=O)c3ccncc3)cc2C(=O)N([C@@H](C)CO)C[C@H]1C	-7.8	4.3
C[C@@H]1CN([C@H](C)CO)C(=O)CCCn2nncc2CO[C@H]1CN(C)C(=O)Nc1ccc(C(F)(F)F)cc1	-1.2	/
CNC[C@H]1Oc2c(NC(=O)c3cnccn3)cccc2C(=O)N([C@H](C)CO)C[C@@H]1C	-18.9	9.9
C[C@H]1CN([C@@H](C)CO)C(=O)c2cc(NC(=O)C3CCCCC3)ccc2O[C@@H]1CN(C)C(=O)NC1CCCCC1	-7.1	/
C[C@H]1CN([C@@H](C)CO)C(=O)Cc2cc(NS(=O)(=O)c3cccs3)ccc2O[C@@H]1CN(C)Cc1ccc(C(F)(F)F)cc1	53.6	17.6
C[C@@H]1CN([C@@H](C)CO)C(=O)c2cccc(NS(=O)(=O)c3ccc(Cl)cc3)c2O[C@@H]1CN(C)S(=O)(=O)c1ccccc1	11.3	4.0
Cc1noc(C)c1NC(=O)Nc1ccc2c(c1)C(=O)N([C@H](C)CO)C[C@H](C)[C@H](CN(C)Cc1ccc3c(c1)OCO3)O2	-13.2	-3.5
Cc1ccc(S(=O)(=O)N(C)C[C@@H]2Oc3ccc(NC(=O)NC(C)C)cc3CC(=O)N([C@@H](C)CO)C[C@@H]2C)cc1	-5.4	6.0
C[C@@H]1CN([C@@H](C)CO)C(=O)Cc2cc(NC(=O)C3CCCCC3)ccc2O[C@@H]1CN(C)C(=O)Nc1ccc(C(F)(F)F)cc1	3.9	-12.7
Cc1noc(C)c1S(=O)(=O)Nc1ccc2c(c1)C(=O)N([C@H](C)CO)C[C@H](C)[C@H](CN(C)C(=O)C1CCCCC1)OCCCC[C@@H](C)O2	-6.7	4.1
C[C@@H]1CN([C@@H](C)CO)C(=O)c2cc(NC(=O)CCN3CCOCC3)ccc2O[C@H]1CN(C)C(=O)Nc1ccc(C(F)(F)F)cc1	-5.2	5.4
C[C@@H]1CN([C@@H](C)CO)C(=O)Cc2cc(NC(=O)Cn3cnnn3)ccc2O[C@@H]1CN(C)C(=O)NC1CCCCC1	-11.7	2.8
Cc1cc(C(=O)Nc2cccc3c2O[C@H](CN(C)Cc2ccc(Cl)c(Cl)c2)[C@@H](C)CN([C@H](C)CO)C3=O)n(C)n1	7.2	-13.2
C[C@H]1CN([C@@H](C)CO)C(=O)c2cccc(NS(=O)(=O)c3cccs3)c2O[C@@H]1CN(C)Cc1ccc(-c2ccccc2)cc1	5.5	-4.1
C[C@@H]1CN([C@@H](C)CO)C(=O)CCCn2cc(nn2)CO[C@H]1CN(C)S(=O)(=O)c1ccc(Cl)cc1	-16.2	/
Cc1noc(C)c1NC(=O)N(C)C[C@H]1OCCCC[C@@H](C)Oc2ccc(NS(=O)(=O)c3ccc(Cl)cc3)cc2C(=O)N([C@H](C)CO)C[C@@H]1C	-10.2	2.5
C[C@@H]1CN([C@@H](C)CO)C(=O)c2cc(NS(=O)(=O)c3cn(C)cn3)ccc2O[C@@H]1CN(C)C(=O)Nc1ccccc1	-12.8	1.2
CNC[C@H]1Oc2ccc(NS(=O)(=O)c3cccs3)cc2C(=O)N([C@H](C)CO)C[C@H]1C	-21.4	5.8
C[C@@H]1CCCCO[C@@H](CN(C)CC2CC2)[C@@H](C)CN([C@H](C)CO)C(=O)c2cc(NC(=O)c3ccncc3)ccc2O1	-29.2	26.2
C[C@H](CO)N1C[C@H](C)[C@H](CN(C)S(=O)(=O)c2ccc(Cl)cc2)Oc2ccc(NC(=O)CCN3CCOCC3)cc2C1=O	-3.4	-8.8
COc1ccc(CN(C)C[C@H]2Oc3ccc(NC(=O)Nc4c(C)noc4C)cc3C(=O)N([C@H](C)CO)C[C@@H]2C)cc1	9.1	-2.6
Cc1noc(C)c1S(=O)(=O)Nc1cccc2c1O[C@H](CN(C)C(=O)Nc1ccc(C(F)(F)F)cc1)[C@H](C)CN([C@@H](C)CO)C2=O	1.9	-3.3
C[C@@H]1CN([C@@H](C)CO)C(=O)c2cccc(NS(=O)(=O)c3ccccc3)c2O[C@H]1CN(C)S(=O)(=O)c1ccccc1	-0.4	1.7
C[C@@H]1CN([C@@H](C)CO)C(=O)c2cccc(NC(=O)Nc3ccccc3)c2O[C@H]1CN(C)S(=O)(=O)c1ccc(Cl)cc1	-4.5	36.8
C[C@H]1CN([C@@H](C)CO)C(=O)Cc2cc(NC(=O)C3CCCCC3)ccc2O[C@H]1CN(C)Cc1ccccc1	-5.2	-15.5
COc1ccc(CN(C)C[C@H]2Oc3c(NC(=O)Nc4c(C)noc4C)cccc3C(=O)N([C@@H](C)CO)C[C@H]2C)cc1	-25.0	-0.9
CNC[C@@H]1Oc2ccc(NS(=O)(=O)c3c(C)noc3C)cc2CC(=O)N([C@H](C)CO)C[C@H]1C	-15.2	10.8
COc1ccc(S(=O)(=O)N(C)C[C@H]2Oc3ccc(NC(=O)NC(C)C)cc3C(=O)N([C@@H](C)CO)C[C@@H]2C)cc1	-4.6	5.0
Cc1noc(C)c1S(=O)(=O)Nc1cccc2c1O[C@@H](CN(C)Cc1ccccc1)[C@@H](C)CN([C@@H](C)CO)C2=O	-8.9	-0.2
C[C@@H]1CN([C@H](C)CO)C(=O)c2cc(NC(=O)CCC(F)(F)F)ccc2O[C@@H]1CN(C)C(=O)Nc1ccc(F)cc1	-15.5	2.4
C[C@@H]1CCCCO[C@H](CN(C)C(=O)c2ccccc2)[C@@H](C)CN([C@H](C)CO)C(=O)c2cc(NC(=O)Nc3ccc(C(F)(F)F)cc3)ccc2O1	52.7	-18.7
C[C@@H]1CN([C@H](C)CO)C(=O)Cc2cc(NC(=O)Nc3cccc4ccccc34)ccc2O[C@H]1CN(C)S(=O)(=O)c1cccs1	11.5	-3.1
C[C@H]1CN([C@@H](C)CO)C(=O)c2cc(NC(=O)C3CCCCC3)ccc2O[C@@H]1CN(C)Cc1ccc(Oc2ccccc2)cc1	-6.2	/
C[C@H](CO)N1C[C@H](C)[C@H](CN(C)Cc2ccc(-c3ccccc3)cc2)Oc2ccc(NC(=O)Nc3ccc(F)cc3)cc2CC1=O	58.8*	-46.9
Cc1ccc(S(=O)(=O)Nc2ccc3c(c2)C(=O)N([C@@H](C)CO)C[C@@H](C)[C@H](CN(C)C(=O)NC(C)C)O3)cc1	-21.7	4.7
COc1ccc(NC(=O)Nc2ccc3c(c2)CC(=O)N([C@@H](C)CO)C[C@@H](C)[C@@H](CN(C)Cc2ccc4c(c2)OCO4)O3)cc1	-2.4	5.9
C[C@H]1CN([C@@H](C)CO)C(=O)c2cc(NC(=O)Nc3ccc(C(F)(F)F)cc3)ccc2O[C@H]1CN(C)Cc1ccc2c(c1)OCO2	34.2*	/
C[C@@H]1CCCCO[C@H](CN(C)C(=O)NC2CCCCC2)[C@@H](C)CN([C@H](C)CO)C(=O)c2cc(NS(=O)(=O)c3cccs3)ccc2O1	-9.4	12.9
COc1ccc(CN(C)C[C@H]2Oc3c(NC(=O)c4ccc(-c5nccs5)cc4)cccc3C(=O)N([C@@H](C)CO)C[C@@H]2C)cc1	13.9	-7.0
C[C@@H]1CN([C@@H](C)CO)C(=O)c2cccc(NC(=O)C3CC3)c2O[C@@H]1CN(C)S(=O)(=O)c1ccccc1	-10.4	2.1
C[C@@H]1CN([C@@H](C)CO)C(=O)Cc2cc(NS(=O)(=O)c3cn(C)cn3)ccc2O[C@@H]1CN(C)S(=O)(=O)c1ccc(F)cc1	-27.6	5.3
C[C@H](CO)N1C[C@H](C)[C@H](CN(C)Cc2ccc(C(=O)Nc3ccccc3N)cc2)Oc2c(NS(=O)(=O)c3cccs3)cccc2C1=O	54.5	-8.4
C[C@@H]1CN([C@H](C)CO)C(=O)Cc2cc(NC(=O)Cn3cnnn3)ccc2O[C@H]1CN(C)C(=O)Nc1cccc2ccccc12	-3.2	4.4
C[C@@H]1CN([C@H](C)CO)C(=O)c2cc(NC(=O)c3ccncc3)ccc2O[C@H]1CN(C)Cc1ccc2c(c1)OCO2	1.5	/
C[C@H]1CN([C@@H](C)CO)C(=O)Cc2cc(NS(=O)(=O)c3ccc(F)cc3)ccc2O[C@H]1CN(C)C(=O)Nc1ccc2c(c1)OCO2	-2.9	-7.5
CNC[C@H]1Oc2ccc(NC(=O)Nc3ccc(C(F)(F)F)cc3)cc2C(=O)N([C@@H](C)CO)C[C@H]1C	-13.8	-0.4
C[C@H]1CN([C@@H](C)CO)C(=O)CCCn2nncc2CO[C@@H]1CN(C)C(=O)c1ccccc1	-16.7	5.8
C[C@H]1CN([C@@H](C)CO)C(=O)c2cc(NC(=O)Cn3cnnn3)ccc2O[C@@H]1CN(C)Cc1ccc(-c2ccccc2)cc1	-15.2	/
C[C@@H]1CN([C@@H](C)CO)C(=O)c2cc(N(C)C)ccc2O[C@@H]1CN(C)Cc1ccc(-c2ccccc2)cc1	64.5*	-15.1
CC(C)NC(=O)N(C)C[C@H]1Oc2ccc(NC(=O)C3CCCCC3)cc2C(=O)N([C@@H](C)CO)C[C@H]1C	2.7	2.0
C[C@H](CO)N1C[C@H](C)[C@H](CN(C)Cc2ccc(Oc3ccccc3)cc2)Oc2c(NC(=O)Nc3ccc(F)cc3)cccc2C1=O	-12.9	-9.4
Cc1noc(C)c1NC(=O)N(C)C[C@@H]1Oc2c(NC(=O)C3CC3)cccc2C(=O)N([C@H](C)CO)C[C@@H]1C	-35.2	10.2
Cc1noc(C)c1S(=O)(=O)Nc1ccc2c(c1)C(=O)N([C@@H](C)CO)C[C@H](C)[C@@H](CN(C)C(=O)Nc1cccc3ccccc13)O2	-8.5	-4.6
COc1ccc(NC(=O)N(C)C[C@H]2OCc3cnnn3CCCC(=O)N([C@H](C)CO)C[C@@H]2C)cc1	-13.7	/
C[C@H](CO)N1C[C@H](C)[C@@H](CN(C)C(=O)Nc2cccc3ccccc23)Oc2ccc(NC(=O)Nc3ccccc3)cc2C1=O	-4.5	-1.7
COc1ccc(CN(C)C[C@@H]2Oc3ccc(NS(=O)(=O)c4ccc(F)cc4)cc3C(=O)N([C@@H](C)CO)C[C@H]2C)cc1	8.9	-12.6
Cc1noc(C)c1S(=O)(=O)Nc1ccc2c(c1)C(=O)N([C@H](C)CO)C[C@H](C)[C@@H](CN(C)CC1CC1)O2	-17.0	1.3
C[C@H]1CN([C@@H](C)CO)C(=O)c2cc(NC(=O)Nc3ccc(F)cc3)ccc2O[C@@H]1CN(C)Cc1ccc(C(=O)O)cc1	-6.2	3.4
O=C(NO)c1cccc(C(=O)N/N=C/c2ccc(Br)cc2)c1	4.1	-9.5
COc1ccc(NC(=O)N(C)C[C@@H]2Oc3c(NC(=O)c4ccc(-c5nccs5)cc4)cccc3C(=O)N([C@H](C)CO)C[C@@H]2C)cc1	-8.0	-9.1

# Of the compounds above, these contain a Cl atom:
molecule	T cruzi HTS	INS-1E ATP HTS
C[C@@H]1CN([C@@H](C)CO)C(=O)c2cccc(NS(=O)(=O)c3ccc(Cl)cc3)c2O[C@@H]1CN(C)S(=O)(=O)c1ccccc1	11.3	4.0
Cc1cc(C(=O)Nc2cccc3c2O[C@H](CN(C)Cc2ccc(Cl)c(Cl)c2)[C@@H](C)CN([C@H](C)CO)C3=O)n(C)n1	7.2	-13.2
C[C@@H]1CN([C@@H](C)CO)C(=O)CCCn2cc(nn2)CO[C@H]1CN(C)S(=O)(=O)c1ccc(Cl)cc1	-16.2	/
Cc1noc(C)c1NC(=O)N(C)C[C@H]1OCCCC[C@@H](C)Oc2ccc(NS(=O)(=O)c3ccc(Cl)cc3)cc2C(=O)N([C@H](C)CO)C[C@@H]1C	-10.2	2.5
C[C@H](CO)N1C[C@H](C)[C@H](CN(C)S(=O)(=O)c2ccc(Cl)cc2)Oc2ccc(NC(=O)CCN3CCOCC3)cc2C1=O	-3.4	-8.8
C[C@@H]1CN([C@@H](C)CO)C(=O)c2cccc(NC(=O)Nc3ccccc3)c2O[C@H]1CN(C)S(=O)(=O)c1ccc(Cl)cc1	-4.5	36.8

# The list continues:
molecule	T cruzi HTS	INS-1E ATP HTS
COc1ccc(CN(C)C[C@H]2Oc3ccc(NS(C)(=O)=O)cc3C(=O)N([C@H](C)CO)C[C@H]2C)cc1	-9.7	2.7
COc1ccc(S(=O)(=O)Nc2ccc3c(c2)C(=O)N([C@@H](C)CO)C[C@H](C)[C@H](CN(C)Cc2ccc(C(F)(F)F)cc2)O3)cc1	?	/
C[C@@H]1CN([C@H](C)CO)C(=O)c2cc(NC(=O)Nc3ccc4c(c3)OCO4)ccc2O[C@@H]1CN(C)Cc1ccc(Oc2ccccc2)cc1	61.6*	-12.3
C[C@@H]1CCCCO[C@H](CN(C)Cc2ccc(C(=O)O)cc2)[C@@H](C)CN([C@H](C)CO)C(=O)c2cc(NC(=O)C3CCCCC3)ccc2O1	-26.5	2.5
C[C@H]1CN([C@@H](C)CO)C(=O)c2cccc(NC(=O)Nc3ccc(F)cc3)c2O[C@H]1CN(C)Cc1ccc(Cl)c(Cl)c1	-33.2	-11.6
CC(C)NC(=O)Nc1ccc2c(c1)C(=O)N([C@H](C)CO)C[C@H](C)[C@@H](CN(C)Cc1ccc(C(=O)O)cc1)OCCCC[C@@H](C)O2	-30.6	9.0
COc1ccc(NC(=O)Nc2ccc3c(c2)C(=O)N([C@H](C)CO)C[C@H](C)[C@@H](CN(C)C(=O)Nc2ccc(F)cc2)OCCCC[C@@H](C)O3)cc1	-7.2	-8.9

# Assay outcomes (PubChem)
